RSV antiviral HEp-2 – RSV antiviral activity via CPE protection, HEp-2 cells, primary 10 µM value included (AID 2391); HEp-2 cells, RSV-induced CPE inhibition; higher % means a stronger effect; one-dose CPE inhibition, % at 10 µM; IC50 in µM for titrated hits; 310,000 tested, 0.13% active; in the data active = a potency from the dose series; note: strong numbers were not always called active
AID2073 – inhibitors of Mint1-CaV2.2 protein interaction, biochemical, HTRF (AID 2073). HTRF protein-protein interaction, Mint1-CaV2.2; higher % means a stronger effect. inhibition, % at 20 µM; hits with a dose series show IC50 in µM. 290,000 tested, 0.19% active; in the data active = inhibition mostly above about 51%, no sharp cut-off; note: some results filed as inactive read as strong as hits
GPR35 antagonists – inhibition of zaprinast-stimulated GPR35 beta-arrestin translocation – imaging, U2OS, beta-arrestin-GFP, zaprinast agonist, primary screen (AID 2058) | U2OS GPR35 beta-arrestin-GFP translocation imaging, zaprinast antagonism; higher % means a stronger effect | one-dose inhibition, % at 10 µM; IC50 in µM for titrated hits | 290,000 tested, 0.052% active;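 active = inhibition of at least 50% with at least 30 cells and total cytoplasm GFP at most 10,000,000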
NTR1 agonist – agonists of NTR1, primary screen, imaging, U2OS cells, beta-arrestin-GFP, high content (AID 493036). 330,000 tested, 0.17% active. activation, % at 20 µM. P30989. NTR1-U2OS beta-arrestin-GFP spot imaging, agonist mode;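 active = activation at or above 40% of the spot to cytoplasm intensity ratio, with at least 20 cells analyzed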;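 note: 0% = DMSO without peptide and 100% = 100 nM NTR1 peptide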
Target sequence (P30989 whole entry, looked up): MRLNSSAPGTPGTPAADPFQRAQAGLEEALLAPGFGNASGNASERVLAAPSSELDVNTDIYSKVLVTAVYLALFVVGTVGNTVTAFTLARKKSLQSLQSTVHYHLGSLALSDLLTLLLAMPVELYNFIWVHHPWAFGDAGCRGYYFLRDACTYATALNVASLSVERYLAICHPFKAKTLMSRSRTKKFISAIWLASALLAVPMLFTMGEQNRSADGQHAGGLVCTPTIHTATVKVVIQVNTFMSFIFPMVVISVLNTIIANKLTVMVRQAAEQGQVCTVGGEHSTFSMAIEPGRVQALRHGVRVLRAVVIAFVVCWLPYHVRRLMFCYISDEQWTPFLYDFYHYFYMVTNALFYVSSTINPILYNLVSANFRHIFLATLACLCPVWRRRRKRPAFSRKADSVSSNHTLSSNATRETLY
K1F lysis inhibition – inhibition of K1F phage lysis, E. coli UTI89, bacterial capsule biogenesis inhibitors, alamar blue (AID 488966) | 340,000 tested, 0.02% active | E. coli UTI89 K1F phage lysis, alamar blue, 2 h; higher % means a stronger effect | one-dose inhibition, % at 100 µM; IC50 in µM for titrated hits;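 active = phage lysis inhibition, versus mean bacterial control, above a set limit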;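 note: capsule biogenesis inhibitors block K1F phage lysis so surviving cells raise fluorescence; higher fluorescence means more inhibition of phage lysis; actives were called in the ten point dose series up to 300 µM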
WT yeast gro inh – growth inhibition of WT yeast, mitochondrial fusion screen; mitochondrial fusion phenotypic screen, WT strain; inhibition, % at 10 µM; AID 1362; 190,000 tested, 2.1% active; in the data active = inhibition above about 58%; tested in S. cerevisiae
Autophagy mod – alters autophagy in cells | AID 463193 | calls only at 10 µM (by protocol) | MEF GFP-LC3 puncta imaging; test concentration mostly 10 µM | 190,000 tested, 0.98% active;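 active = percentage of spot-positive cells more than 3 SD above its plate mean, without a fluorescence outlier flag or 80% toxicity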;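 note: spot-positive cell cutoff set from DMSO-treated cells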
NS5 inhibitors – flavivirus cap methylation enzyme inhibition – biochemical, confirmation dose response, primary screen (AID 588689) | inhibition, % at 25 µM; hits with a dose series show IC50 in µM | 340,000 tested, 0.3% active | Dengue-2 NS5 methyltransferase capping enzyme assay, biochemical; higher % means a stronger effect; in the data active = a potency from the dose series
LYP phosphatase – PTPN22 lymphoid phosphatase activity blockers – biochemical, fluorescence intensity, uHTS (AID 1779); recombinant LYP phosphatase, fluorescence intensity; higher % means a stronger effect; inhibition, % at 11.5 µM; hits with a dose series show IC50 in µM; 290,000 tested, 0.054% active; in the data active = inhibition above about 50%;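 note: plate controls were vehicle with enzyme for no effect and no enzyme for full effect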
WT yeast gro inh mutant strain – also measured in WT yeast gro inh; calls as there; inhibition, %; mitochondrial fusion phenotypic screen, mutant strain inhibition
Autophagy mod cell loss 18 h – recorded beside Autophagy mod, whose call it bears; toxicity, %; measured here: cell loss, nuclei count;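 cell loss after 18 h compound exposure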
NTR1 agonist cell count 20 µM – further read-out of NTR1 agonist, marked with its call; cell count; measured here: cell count, cytotoxicity flag
NS5 inhibitors pilot replicate – second read-out of NS5 inhibitors, no call of its own (marks repeat the call); inhibition, %; measured here: pilot screen replicate inhibition
Active calls of the source: *; i = inactive; nt = not tested or not shown; & = joins results of further samples; [ ] = another dose, or the depositor's remark.

SMILES	RSV antiviral HEp-2	AID2073	GPR35 antagonists	NTR1 agonist	NTR1 agonist cell count 20 µM	K1F lysis inhibition	WT yeast gro inh	WT yeast gro inh mutant strain	Autophagy mod	Autophagy mod cell loss 18 h	NS5 inhibitors	LYP phosphatase	others
CCCCc1cc(=O)oc2cc(OCC(=O)Nc3cccnc3)c(Cl)cc12	8.4%	2%	4%	4.0	66	0.1%	nt	nt	nt	nt	3%	-9%
Cc1ccc(Nc2nnc(SCc3nc4ccccc4c(=O)[nH]3)s2)cc1	4.2%	7%	-4%	3.1	52	1.1%[50 µM]	-2	-2	i	21	-1%	-8%
COCCn1c(SCC(=O)NC2CCCCC2C)nc2ccccc2c1=O (centres undefined)	2.4%	1%	-4%	2.5	52	-0.2%	nt	nt	nt	nt	-11%	-6%
Nc1ccc(Br)c2c1C(=O)c1ccccc1C2=O	48%	20%	1%	-1.5	88	nt	-2	-7	i	12	nt	2%
CCOC(=O)c1c(OCC)[nH]c2ccc(O)cc12	2.0%	6%	-12%	-2.0	85	0.1%	0	2	i	2	0%	-1%
COc1ccc(CN2C(=O)c3cccnc3C2Nc2cc(Cl)c(OC)cc2OC)cc1 (centres undefined)	29%	-31%	8%	-1.0	69	5.5%	0	8	i	12	-21%	-6%
CCOC(=O)Cc1csc(NC(=O)COc2ccc3ccccc3c2)n1	1.9%	-12%	0%	1.4	44	1.6%	37	6	i	-2	-3%	-8%
CCn1c(=N)n(CC(=O)c2cccc([N+](=O)[O-])c2)c2ccccc21	0.5%	23%	-4%	0.1	77	0.5%	-6	-18	i	8	3%	-7%
COc1ccc(C)cc1NC1=C(Cl)C(=O)N(C2CCCCC2)C1=O	-1.0%	34%	11%	0.9	99	0.8%	-2	6	i	2	0%	-5%
Cc1cccc(C)c1NC(=O)c1cc2c(=O)c3ccccc3oc2nc1C(F)(F)F	-0.9%	0%	2%	-1.1	53	0.0%	9	14	i	11	6%	-10%
O=C(c1ccccc1F)N1CCN(c2ccc([N+](=O)[O-])c(N3CCOCC3)c2)CC1	-2.3%	1%	14%	-0.5	44	0.4%	19	-4	i	-1	2%	4%
COCCn1c(SCC(=O)Nc2ccc(C(N)=O)cc2)nc2c([nH]c3ccccc32)c1=O	0.5%	6.8µM*	-1%	-0.1	58	-0.1%	nt	nt	nt	nt	-4%	-7%
Cc1ccccc1CC1(CO)CCCN(C(=O)c2cc(Cl)ccc2F)C1 (centres undefined)	9.2%	10%	-10%	1.9	77	-2.0%	32	27	i	41	-8%	3%
O=C(O)CN1C(=O)NC2(CCCc3ccccc32)C1=O (centres undefined)	-0.6%	43%	7%	0.4	48	0.3%	nt	nt	nt	nt	7%	-11%
CCOC(=O)c1c(C)[nH]c(C)c1S(=O)(=O)N(C)Cc1ccco1	5.7%	2%	-10%	0.0	41	0.2%	nt	nt	nt	nt	-3%	-5%
CCOc1ccc(OCCCCNCCN)cc1	-0.8%	16%	-9%	-1.0	54	nt	-8	2	i	0	nt	-12%
Cc1ccc(C(=O)NC2CCCC(C)C2C)cc1S(=O)(=O)N1CCCCC1 (centres undefined)	1.1%	nt	nt	1.8	56	0.2%[50 µM]	nt	nt	nt	nt	2%	nt
COc1ccc(C(=O)NCCc2nnc3ccc(SCC(=O)Nc4cc(C)on4)nn23)cc1	2.9%	0%	2%	0.7	51	0.0%	5	6	i	27	2%	-6%
COc1ccccc1NS(=O)(=O)c1ccc(Cl)cc1	-1.6%	-4%	1%	1.6	87	-1.7%	-18	-20	i	8	-3%	-12%
O=C(NNC(=O)C(O)c1ccccc1)NC1CCCCC1 (centres undefined)	1.3%	7%	1%	-0.1	55	0.1%	nt	nt	nt	nt	1%	-8%

Continued; the last 3 above are carried over.
SMILES	RSV antiviral HEp-2	AID2073	GPR35 antagonists	NTR1 agonist	NTR1 agonist cell count 20 µM	K1F lysis inhibition	WT yeast gro inh	WT yeast gro inh mutant strain	Autophagy mod	Autophagy mod cell loss 18 h	NS5 inhibitors	LYP phosphatase	others
COc1ccc(C(=O)NCCc2nnc3ccc(SCC(=O)Nc4cc(C)on4)nn23)cc1	2.9%	0%	2%	0.7	51	0.0%	5	6	i	27	2%	-6%
COc1ccccc1NS(=O)(=O)c1ccc(Cl)cc1	-1.6%	-4%	1%	1.6	87	-1.7%	-18	-20	i	8	-3%	-12%
O=C(NNC(=O)C(O)c1ccccc1)NC1CCCCC1 (centres undefined)	1.3%	7%	1%	-0.1	55	0.1%	nt	nt	nt	nt	1%	-8%
COc1cc(-c2nnc3n2CCCCC3)cc(OC)c1OC	0.8%	4%	-4%	-1.3	85	0.1%	nt	nt	nt	nt	3%	-5%
S=C(N/N=C/c1ccc2c(c1)OCO2)NC1CC2CCC1C2 (centres undefined)	nt	-27%	23%	5.7	55	nt	nt	nt	nt	nt	nt	-2%
COC(=O)c1ccc(NC(=O)C(=O)NCC2CCCO2)cc1 (centres undefined)	-1.1%	9%	1%	-0.3	75	0.3%	-12	-3	i	-13	-4%	5%
CC(C(=O)O)c1ccc(-c2ccccc2)c(F)c1 (centres undefined)	2.4%	29%	-4%	2.6&2.8	46&53	-0.1%&-2.2%	-15	-4	i	6	2%&5%	-5%
O=C(C[n+]1cn(C(F)F)c2ccccc21)c1ccc(OC(F)F)cc1	0.8%	-5%	-10%	4.3	55	0.1%	71*	65*	i	8	-9%	-6%
Cc1ccc(S(=O)(=O)CCC(=O)Nc2nnc(-c3ccco3)o2)cc1	2.2%	nt	nt	1.5	49	2.0%[50 µM]	nt	nt	nt	nt	6%	nt
CCOC(=O)c1c(N2C(=O)CC(Sc3ccccc3C(=O)O)C2=O)sc2c1CCCC2 (centres undefined)	-0.6%	-2%	-2%	-1.1	40	0.3%	-1	3	i	15	9%	1%
COc1ccc(Cn2c(C)c(C)c(C#N)c2NC(=O)Nc2ccc(Cl)cc2)cc1	1.9%	-5%	5%	-1.1	42	-1.3%	-7	10	i	28	-1%	-3%
O=C(Nc1ccc(N2CCOCC2)cc1)NC1CCCCC1	0.7%	-26%	15%	-0.7	49	1.3%	-3	-11	i	18	4%	-5%
O=C(O)CCCCCN=C1CCc2ccccc2N1	nt	2%	-4%	nt	nt	-0.3%	7	-8	i	14	3%	-5%

Next part; the last seven above are carried over.
SMILES	RSV antiviral HEp-2	AID2073	GPR35 antagonists	NTR1 agonist	NTR1 agonist cell count 20 µM	K1F lysis inhibition	WT yeast gro inh	WT yeast gro inh mutant strain	Autophagy mod	Autophagy mod cell loss 18 h	NS5 inhibitors	LYP phosphatase	others
CC(C(=O)O)c1ccc(-c2ccccc2)c(F)c1 (centres undefined)	2.4%	29%	-4%	2.6&2.8	46&53	-0.1%&-2.2%	-15	-4	i	6	2%&5%	-5%
O=C(C[n+]1cn(C(F)F)c2ccccc21)c1ccc(OC(F)F)cc1	0.8%	-5%	-10%	4.3	55	0.1%	71*	65*	i	8	-9%	-6%
Cc1ccc(S(=O)(=O)CCC(=O)Nc2nnc(-c3ccco3)o2)cc1	2.2%	nt	nt	1.5	49	2.0%[50 µM]	nt	nt	nt	nt	6%	nt
CCOC(=O)c1c(N2C(=O)CC(Sc3ccccc3C(=O)O)C2=O)sc2c1CCCC2 (centres undefined)	-0.6%	-2%	-2%	-1.1	40	0.3%	-1	3	i	15	9%	1%
COc1ccc(Cn2c(C)c(C)c(C#N)c2NC(=O)Nc2ccc(Cl)cc2)cc1	1.9%	-5%	5%	-1.1	42	-1.3%	-7	10	i	28	-1%	-3%
O=C(Nc1ccc(N2CCOCC2)cc1)NC1CCCCC1	0.7%	-26%	15%	-0.7	49	1.3%	-3	-11	i	18	4%	-5%
O=C(O)CCCCCN=C1CCc2ccccc2N1	nt	2%	-4%	nt	nt	-0.3%	7	-8	i	14	3%	-5%
O=C(Cn1cncc1-c1ccc([N+](=O)[O-])cc1)Nc1ccccc1F	-0.3%	-1%	4%	0.0	58	0.3%	-4	2	i	9	-9%	-2%
Cc1c(NC(=S)NC(=O)c2cccc(Cl)c2)c(=O)n(-c2ccccc2)n1C	0.6%	7%	-6%	0.1	63	0.2%	nt	nt	nt	nt	-4%	1%
CN(C)C(=O)CN1C(=O)c2cccc3cccc1c23	-0.5%	26%	-4%	0.8	61	-1.9%	nt	nt	nt	nt	3%	-6%
c1ccc2c3c([nH]c2c1)C(C1CCCCC1)N(Cc1ncc[nH]1)CC3 (centres undefined)	2.9%	-4%	5%	2.1	78	0.5%	11	10	i	23	-4%	-11%
COc1cc(/C=C2/C(=O)N=C(N)N2C)cc(OC)c1OC	0.1%	-8%	0%	-0.2	34	-0.1%	8	16	i	-3	-6%	-4%
c1ccc2c(c1)sc1nnnn12	1.7%	-16%	18%	-1.1	77	0.4%	66*	-1.5*	i	2	-4%	-4%
CCOC(=O)C1(C)NC(c2cccs2)C2C(=O)N(c3ccccc3)C(=O)C21 (centres undefined)	-1.1%	7%	2%	0.4	29	-0.3%	-12	-1	i	-23	-1%	-8%
Cc1ccc(C)c(CN2CCCNC2=O)c1	-0.2%	20%	-5%	-1.8	62	2.2%	-19	-22	i	9	-3%	-10%
CN(C)S(=O)(=O)c1ccc(NC(=O)c2ccc([N+](=O)[O-])cc2)cc1	0.2%	-9%	-11%	-0.9	59	0.1%	nt	nt	nt	nt	-10%	-10%
CC(=O)C1=NOC2C(=O)N(c3ccc(Cl)cc3)C(=O)C12 (centres undefined)	1.4%	19%	15%	-1.2	100	0.1%	nt	nt	nt	nt	-1%	-13%
CCC(CC)c1nnc(NC(=O)CN2C(=O)c3ccccc3C2=O)s1	-0.9%	43%	-10%	1.0	43	0.2%	5	1	i	6	-1%	4%
COC(=O)c1ccccc1NC(=O)c1sc(Cl)nc1C	1.0%	2%	7%	-0.8	65	-0.2%	nt	nt	nt	nt	3%	-7%	NS5 inhibitors pilot replicate=3.9
CC(NC(=O)c1ccccc1)C(=O)N/N=C/c1ccc(O)cc1 (centres undefined)	2.8%	-1%	-8%	0.4	90	0.3%	18	2	i	13	-2%	-6%
Cc1[nH]c2ccccc2c1Cc1n[nH]c(=S)n1C	1.2%	8%	-7%	-1.7	42	-0.7%	-8	-4	i	3	0%	-6%
O=C(Cc1c(O)c2ccccc2[nH]c1=O)NC1CCCCCC1	3.5%	-6%	-8%	1.0	33	1.5%	-3	-10	i	24	-1%	-8%
CN1CCN(CC(=O)N2c3ccccc3C(=O)Nc3cccnc32)CC1	0.6%	24%	-7%	-1.0	59	nt	-6	-3	i	22	nt	4%
CCOC(=O)C1=C(C)N(C)C(C)=C(C(=O)OCC)C1c1cccnc1	2.4%	-4%	-5%	-3.5	100	-0.3%	7	7	i	-4	2%	-3%
Cc1ccc(C)c(N=C2NC(=O)CS2)c1	3.1%	-4%	-1%	-0.4	37	1.2%	-6	14	i	-11	8%	-9%
Cn1c(=O)c2c(ncn2CC(=O)N/N=C/C=C/c2ccccc2)n(C)c1=O	2.1%	5%	3%	-0.5	29	5.7%	-9	0	i	15	-6%	-6%
COc1cc(C2C(C(=O)C(C)(C)C)=C(O)C(=O)N2Cc2ccccc2)ccc1O (centres undefined)	1.4%	1%	12%	0.9	62	0.3%	nt	nt	nt	nt	9%	-2%

Rows are unselected (roughly 2.6% active in at least one column).
